From PubChem BioAssay
EBV gp42 inh = Epstein-Barr virus gp42 inhibitors, primary screen, biochemical, uHTS, fluorescence polarization; Fluorescence polarization binding assay, mP read-out; 220,000 compounds, 0.42% hits; inhibition, % (tested at 21.74 µM); in the data active = inhibition above about 50%
eIF4E 4G PPI = eIF4E–eIF4G protein interaction inhibitors, primary screen, biochemical, uHTS, TR-FRET, eIF4GI fragment | 220,000 compounds, 0.37% hits | TR-FRET eIF4E-eIF4GI(517-606) binding, 2 h | AID 782, 2007 | inhibition, % at 21.7 µM;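 also: 0% = full FRET control wells and 100% = background wells lacking eIF4GI fragment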
hK5 inh = human KLK5 protease inhibitors, primary screen, biochemical, 1536-well; Kallikrein-5 (Homo sapiens), Q9Y337; recombinant hK5, fluorogenic AMC substrate cleavage; inhibition, % at 5 µM; 210,000 compounds, 0.59% hits; AID 873, 2007;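 active = inhibition of 40% or more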;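 also: 0% = enzyme controls without compound and 100% = no-enzyme blanks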
Thrombin inh = human alpha-thrombin inhibitors, primary screen, counter-screen for coagulation protease inhibitor project, biochemical, 1536-well, fluorogenic AMC substrate | Prothrombin (Homo sapiens), P00734 | Boc-VPR-AMC fluorogenic substrate cleavage | inhibition, % at 5 µM | 220,000 compounds, 0.26% hits | AID 1046, 2008;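 active = inhibition at or above 40%; inactive = inhibition below 40%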;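 also: 0% = enzyme with no compound and 100% = wells without enzyme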
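System: human alpha-thrombin protein; Compound dosing: one concentration per compound, 5 µM, with 0.2% DMSO; Timing: reaction at room temperature; Technique: AMC fluorescence, 355/460 nm; Controls: enzyme without compound as high, wells lacking enzyme as low.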
14-3-3 Bad inh = inhibitors of 14-3-3 zeta/Bad binding, primary screen, biochemical, TR-FRET, bovine 14-3-3 zeta; 220,000 compounds, 0.71% hits; TR-FRET 14-3-3zeta/Dy647-pBad peptide displacement, 1 h; inhibition, % at 21.7 µM;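 active = inhibition above about 70%, limit read from the data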;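 also: 0% = full 14-3-3 plus peptide FRET controls and 100% = background without 14-3-3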
p47phox inh = p47phox/p22phox peptide binding inhibitors, primary screen, biochemical, uHTS, NADPH oxidase regulatory subunit; Neutrophil cytosol factor 1 (Homo sapiens), P14598; fluorescence polarization, 2 h; inhibition, % at 24.7 µM; 220,000 compounds, 0.53% hits;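 also: 0% = p47phox with labelled peptide and 100% = labelled peptide alone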
Target sequence (P14598 whole entry, looked up): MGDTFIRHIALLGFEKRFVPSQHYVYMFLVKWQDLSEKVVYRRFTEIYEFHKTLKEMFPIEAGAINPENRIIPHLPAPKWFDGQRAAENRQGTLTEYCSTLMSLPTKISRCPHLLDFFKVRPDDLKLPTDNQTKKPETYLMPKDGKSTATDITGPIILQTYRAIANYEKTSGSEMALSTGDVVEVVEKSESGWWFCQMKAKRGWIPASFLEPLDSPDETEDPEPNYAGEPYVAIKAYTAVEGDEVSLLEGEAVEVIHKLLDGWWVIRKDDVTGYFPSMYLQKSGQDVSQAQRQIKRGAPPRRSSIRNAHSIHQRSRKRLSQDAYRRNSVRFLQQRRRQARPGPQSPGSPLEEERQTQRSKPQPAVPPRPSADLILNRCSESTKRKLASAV
Rad51 HR inh = human RAD51 strand exchange inhibitors, primary screen, biochemical, fluorescence; AID 1385, 2008; inhibition, % at 10 µM; hRad51 DNA strand exchange, fluorescence dequenching; 200,000 compounds, 0.085% hits;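 active = inhibition above 40% at the single screening dose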;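 also: 0% = DMSO control wells and 100% = blanks with heterologous ssDNA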
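Material: hRad51 filaments on single-stranded DNA; Reagent: Donor/quencher-labelled 47-bp dsDNA substrate; Compound: 10 µM final, single point; Schedule: 37 °C 15-min filament assembly, 30-min compound preincubation, 15-min exchange; Technique: FRET fluorescence, excitation 485 nm, emission 520 nm; Benchmarks: control wells and blank wells on each plate.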
Furin inh = human furin inhibitors, primary screen, biochemical, fluorescence intensity; 220,000 compounds, 0.061% hits; P09958; purified furin, fluorogenic substrate cleavage; inhibition, % at 30 µM; AID 463115, 2010; in the data active = inhibition above about 25%; also: inactives centre near -15
Target sequence (P09958 108-714 limits assumed): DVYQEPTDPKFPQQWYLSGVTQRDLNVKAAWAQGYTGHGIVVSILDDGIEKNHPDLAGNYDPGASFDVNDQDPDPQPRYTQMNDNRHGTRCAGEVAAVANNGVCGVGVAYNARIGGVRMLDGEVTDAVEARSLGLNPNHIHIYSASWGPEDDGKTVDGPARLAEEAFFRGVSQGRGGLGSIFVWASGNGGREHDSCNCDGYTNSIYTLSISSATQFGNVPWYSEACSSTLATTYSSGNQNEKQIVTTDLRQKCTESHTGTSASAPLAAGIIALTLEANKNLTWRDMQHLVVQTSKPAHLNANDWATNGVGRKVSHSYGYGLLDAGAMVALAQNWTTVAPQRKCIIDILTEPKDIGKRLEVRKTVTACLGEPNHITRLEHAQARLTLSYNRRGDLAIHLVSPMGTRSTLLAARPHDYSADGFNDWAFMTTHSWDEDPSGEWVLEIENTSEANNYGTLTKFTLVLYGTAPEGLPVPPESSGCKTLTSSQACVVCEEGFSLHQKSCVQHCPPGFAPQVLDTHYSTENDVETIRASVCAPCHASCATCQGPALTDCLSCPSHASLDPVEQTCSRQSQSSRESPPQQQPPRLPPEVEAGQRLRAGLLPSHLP
Cl transport mod = KCC2 cotransporter modulators, thallium flux, primary screen, cell-based, HEK293 KCC2, FluoZin-2 fluorescence, MLSMR. Solute carrier family 12 member 5 (Homo sapiens), Q9H2X9. KCC2 cells, thallium flux FluoZin-2 fluorescence. B-score of Tl+ flux slope (higher = more flux/activation; lower = inhibition) at 10 µM. 190,000 compounds, 2.2% hits. AID 1456, 2008;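 active = thallium flux slope and its plate-corrected score both differing from the plate sample mean at a set confidence after two filtering rounds, in either direction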;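 also: slope of fluorescence scaled to starting intensity during 10 to 20 s after thallium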
Numbers without * were called inactive; x = no result given; [ ] = remark or other dose.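 The calls were made as follows, unless noted: active = inhibition above about 30% (limit read from the data); inactive = the rest.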 Rows were taken by chance (roughly 4.7% active in at least one column).

SMILES	EBV gp42 inh	eIF4E 4G PPI	hK5 inh	Thrombin inh	14-3-3 Bad inh	p47phox inh	Rad51 HR inh	Furin inh	Cl transport mod
Cn1nc(C(=O)Nc2nc3ccc(S(C)(=O)=O)cc3s2)ccc1=O	-18	-1	-1	5	-7	-4	x	-4[20 µM]	4.7*
Cc1ccc(/C=N/NC(=O)CCSc2ccccc2)cc1	-2	3[fluorescence artefact?]	-19	0	-25	-11	6	-21	-0.85
O=C(O)c1ccc(N/N=C/c2ccnc3ccccc23)cc1	3	-1	-1	-4	-1	-16	21	-17	2
O=c1cc2n(c(=O)[nH]1)CCC1=C2CCCC1	-4	-2[fluorescence artefact?]	-26	-7	-3	-3	-8	-11	x
Cc1c(NC(=O)c2ccc(Cl)nc2)cccc1-c1nc2cccnc2s1	-1	-2	-5	-6	3	-4	-12	-17	-2.4
Cc1ccc(Cn2c(Sc3nnc(C)s3)nc3c2c(=O)[nH]c(=O)n3C)cc1	-26	-4[fluorescence artefact?]	-1	-2	-6	-6	-2	-8	0.62
CCOC(=O)C1=C(C)Nc2ccccc2N=C1NC(=O)CCCN1C(=O)c2ccccc2C1=O	-17	15	-4	-7	7	1	2	-23	-0.51
O=C(CN(c1cccc(C(F)(F)F)c1)S(=O)(=O)c1ccc(Cl)c([N+](=O)[O-])c1)NCc1ccccc1Cl	-21	-7	-17	-3	-3[fluorescence artefact?]	-24	0	-9	-0.043
O=C(O)C1CN(C(=O)c2cccc(Br)c2)C1	-4	-1	x	2	-3	4	x	-22	1.5
O=C(CCc1ccccc1)Nc1ccc(F)cc1F	0	-4	1	-1	9	-4	5	-6[20 µM]	-1.4
COc1cccc(OCCNC(=O)CSc2ccc(C(F)(F)F)cc2[N+](=O)[O-])c1	5	12	-20	-12	-12[fluorescence artefact?]	-1	5	-17	-0.9
COCCNC(=O)COc1ncnc2ccc(Br)cc12	-7	8	-2	-2	-3	-14	-2	-10[20 µM]	0.25
CC(C)(C)CNC(CO)C12CC3CC(CC(C3)C1)C2 (centres undefined)	-10	6	-1	-6	32	7	-10	-17[20 µM]	-0.017
CC1CCN(CC(=O)NC(=O)NCc2ccccc2)CC1	-13	-4	-14	-4	1	-2	11	-7	0.0053
COc1cccc(C(=O)Nc2nnc(-c3cccs3)o2)c1	1	1	-13	-4	5	-15	-3	-2	5.3*
CCN(CC)S(=O)(=O)c1ccc(OC)c(NC(=O)C(Cc2ccccc2)N2C(=O)c3ccccc3C2=O)c1 (centres undefined)	6	4	-6	-3	-1[fluorescence artefact?]	-17	-7	-21	-0.55
Cc1nn(-c2ccccc2)c(Cl)c1/C=N/NC(=O)c1ccncc1	-2	2	1	-1	-7	-12	-5	-6	-1
Cc1nc(NC(=O)c2ccccc2)sc1-c1csc(Nc2ccc(C(=O)O)cc2)n1	71*	35*	0	-4	75*	-38	0	-4	0.24
N#Cc1c(-c2ccccc2)c(-c2ccccc2)nn(CC(=O)NNC(=O)Nc2ccccc2)c1=O	-8	2	2	3	-8	9	x	-20[20 µM]	0.034
CC1CCCCC1NC(=O)c1nn(C)c(=O)c2ccccc12 (centres undefined)	-9	0	-32	-2	7	6	-1	-27[20 µM]	0.062
Cn1c(=O)c2c(nc(NCCOc3ccc(F)cc3)n2C)n(C)c1=O	-24	2	-11	12	-7	1	-5	2	-1.3
Cc1oc(-c2cc3c(cc2Cl)OCO3)nc1CN1CCCC1c1ccc(F)cc1 (centres undefined)	-10	1	-5	-13	-14	-19	-2	-26	-0.042
O=[N+]([O-])c1ccc2c(c1)/C(=N\O)c1ccccc1-2	-19	-6	2	-1	10	3	6	-11	0.19
COc1cccc(CN2CCCC(C(=O)c3ccc4c(c3)OCO4)C2)c1OC (centres undefined)	-18	1	-1	-16	-5	-11	3	-5	-0.055

Molecules from the list above that contain a COOH group:
SMILES	EBV gp42 inh	eIF4E 4G PPI	hK5 inh	Thrombin inh	14-3-3 Bad inh	p47phox inh	Rad51 HR inh	Furin inh	Cl transport mod
O=C(O)c1ccc(N/N=C/c2ccnc3ccccc23)cc1	3	-1	-1	-4	-1	-16	21	-17	2
O=C(O)C1CN(C(=O)c2cccc(Br)c2)C1	-4	-1	x	2	-3	4	x	-22	1.5
Cc1nc(NC(=O)c2ccccc2)sc1-c1csc(Nc2ccc(C(=O)O)cc2)n1	71*	35*	0	-4	75*	-38	0	-4	0.24

Later entries:
SMILES	EBV gp42 inh	eIF4E 4G PPI	hK5 inh	Thrombin inh	14-3-3 Bad inh	p47phox inh	Rad51 HR inh	Furin inh	Cl transport mod
O=C1C(O)CC2c3ccccc3CC3(CCCC3)N12 (centres undefined)	-5	-2	-14	-2	1	1	-6	-31	x
COc1ccc(-c2nc3c(-c4ccccc4)cnn3cc2C)cc1F	-7	2	x	-2	-6	-3	x	-25	0.86
O=C(CNS(=O)(=O)c1ccccc1)NCc1cccnc1	-4	-2	0	-14	-16	-2	3	-17	0.64
CC/C(C)=N\NC(=O)CNC(=O)c1ccc(Cl)cc1Cl	-8	0	-4	0	-3	0	0	-30	0.56
COc1ccc(OC)c(NC(=O)c2ccc(-n3cccn3)nc2)c1	-20	-3	7	5	-3	-11	-6	-12[20 µM]	0.64
CCNC(=O)COc1ccc(CC)cc1	-8	-3	-16	-6	-4[fluorescence artefact?]	-3	6	-14	0.6
O=C(COC(=O)c1cnccn1)Nc1ccc(Cl)cc1	-1	1	4	14	-13[fluorescence artefact?]	-13	0	-30[20 µM]	0.35
O=C(Nc1ccc(CN2CCCCC2)cc1)c1c(F)c(F)c(F)c(F)c1F	0	-1	-12	-3	15	-4	6	-18	0.17
O=C1N[C@@H](Cc2ccccc2)[C@@H](c2ccco2)O1	-24	1	-1	-4	-2	-1	-5	-30	-0.83
COc1ccc(C(=O)CN2C(=O)c3ccccc3C2=O)cc1	-4	6	-9	-9	5	-8	3	-20	0.082
COc1ccc(-c2n[nH]c(=S)n2/N=C/c2cccn2C)cc1	-2	-3	0	-2	-8	-6	x	-7	1.2
COc1ccc(N2C(=O)CC(SC(C)C)C2=O)cc1 (centres undefined)	6	16[fluorescence artefact?]	-12	-2	-8[fluorescence artefact?]	-5	11	-19	0.11

The last 2 compounds of the section above come first, to join the parts.
SMILES	EBV gp42 inh	eIF4E 4G PPI	hK5 inh	Thrombin inh	14-3-3 Bad inh	p47phox inh	Rad51 HR inh	Furin inh	Cl transport mod
COc1ccc(-c2n[nH]c(=S)n2/N=C/c2cccn2C)cc1	-2	-3	0	-2	-8	-6	x	-7	1.2
COc1ccc(N2C(=O)CC(SC(C)C)C2=O)cc1 (centres undefined)	6	16[fluorescence artefact?]	-12	-2	-8[fluorescence artefact?]	-5	11	-19	0.11
Cc1ccc(C2C3=C(CC(C)(C)CC3=O)N(CCN3CCOCC3)C3=C2C(=O)CC(C)(C)C3)cc1	-11	-11	-12	0	-7	-11	-11	-50	-0.48
Cc1ccc(CSCC(Nc2ccc(C(=O)O)cc2[N+](=O)[O-])C(=O)O)cc1 (centres undefined)	2	-10	-5	-2	5[fluorescence artefact?]	-7	4	-22[20 µM]	0.62
COc1cccc(N=Nc2c(N)[nH]n3c(=O)c4c(nc23)CCCC4)c1	-12	3	-8	-10	-3	-6	10	-7	-0.03
O=S(=O)(Nc1nc2ccccc2nc1Nc1ccc(N2CCOCC2)cc1)c1cc(Cl)ccc1Cl	9	11	22	-1	0	-31	-17	-8	-1.8
O=C(COc1ccc(Cl)cc1)N1CCCC1	-10	-1	-20	-3	-5	-9	3	-21[20 µM]	0.51
O=C(COc1cc(Cl)c(Cl)cc1Cl)Nc1ccc([N+](=O)[O-])cc1Cl	-7	4	31	-6	-3	-2	9	-8	0.43
CCNC(=O)CSc1nc2ccccc2c(=O)n1OC	-5	-5[fluorescence artefact?]	-8	-6	6	-8	10	-21	0.067
Cc1ccccc1OCCCN1CCCC1	10	-1[fluorescence artefact?]	-5	-2	76*	-4	1	-32	1.2
CCn1c(SCC(=O)Nc2nccs2)nnc1-c1ccco1	-13	5	-4	3	-9	3	22	-31	-0.091
CCC(=O)Nc1c2c(nn1-c1ccc(F)cc1)CS(=O)C2 (centres undefined)	-3	-2	0	-2	3	5	-5	-23	0.92
CC(=O)NC1(C(F)(F)F)C(=O)Nc2c1c(=O)n(C)c(=O)n2C (centres undefined)	-21	4[fluorescence artefact?]	-3	-1	14	-5	-3	-19	x
Cc1ccc(CN2CCN(C(=O)c3ccncc3)CC2)cc1	-11	1	-12	-11	27	3	0	-13	-0.094

Next section (two carried over from the part before).
SMILES	EBV gp42 inh	eIF4E 4G PPI	hK5 inh	Thrombin inh	14-3-3 Bad inh	p47phox inh	Rad51 HR inh	Furin inh	Cl transport mod
CC(=O)NC1(C(F)(F)F)C(=O)Nc2c1c(=O)n(C)c(=O)n2C (centres undefined)	-21	4[fluorescence artefact?]	-3	-1	14	-5	-3	-19	x
Cc1ccc(CN2CCN(C(=O)c3ccncc3)CC2)cc1	-11	1	-12	-11	27	3	0	-13	-0.094
Cc1ccc(-n2c(SC3CCOC3=O)nc3ccccc3c2=O)cc1 (centres undefined)	4	1	22	3	1	-15	-3	-9	0.037
Cc1cc(=O)[nH]c2c(C)c(N)ccc12	2	9[fluorescence artefact?]	-74	-3	-9[fluorescence artefact?]	-7	-4	-98	x
COc1ccc(-c2nc(-c3ccc(Br)o3)no2)cc1OC	-15	0	-7	-5	34	13	-8	-21	0.076
Cc1ccnc2ccc(SC(F)(F)F)cc12	-4	2	-12	4	-4	-13	16	-26	-0.021
CCOC(=O)N1CCN(C(=O)c2ccc3c(=O)n(Cc4ccccc4OC)c(=S)[nH]c3c2)CC1	-1	3	-3	-18	4	-12	-5	2[20 µM]	0.19
CCCC(CCC(=O)Nc1ccn(-c2ccccc2)n1)C(=O)O (centres undefined)	-13	0	-3	-1	1	5	4	-24	-1.3
COc1ccc(-c2cc3ccccc3[nH]2)cc1	-10	0	-2	-6	-16	-19	-1	-18	1.3
NC1=NC(=O)/C(=C/c2ccccc2OS(=O)(=O)c2ccc3ccccc3c2)S1	-16	-2	0	-9	19[fluorescence artefact?]	-12	-10	0	0.74
O=C1CCCC(=O)N1c1ccc(Oc2ccc(Cl)cc2)cc1	-7	2	-18	-9	10	-11	0	-4	0.51
CN(C)CCCN(C(=O)c1ccc2c(c1)CCCC2)c1nc2c(F)cccc2s1	-22	7[fluorescence artefact?]	-5	-7	-9[fluorescence artefact?]	8	11	-14	0.12
CCOC(=O)C1CCN(C(=O)c2cc3c(-c4ccc(OC)c(OC)c4)nn(C)c3s2)CC1	3	3	-1	-4	3	-3	-3	-8	-1.5
Cc1[nH]n2c(=O)cc(C(C)C)nc2c1-c1ccccc1	-12	5	-10	-6	-3	-22	x	-21	6.7*
COC(=O)c1c(NC(C)=O)sc(C(=O)Nc2ccccc2F)c1C	-8	-1	1	-6	-2	-4	12	-16	x
COc1ccccc1NS(=O)(=O)c1cc(NC(=O)CNC(=O)c2cc(C)cc(C)c2)ccc1C	-7	-3	17	-2	-3	-27	0	-23	-1.3
O=C(CCS(=O)(=O)Cc1ccccc1)Nc1nc2c(s1)CCCC2	-5	-4	16	3	8	-6	-3	-23[20 µM]	x
COCCCNC(=O)CCc1nnc(Cc2ccc(-c3ccccc3)cc2)o1	-13	3	x	0	-10	10	25	-10	-1.1
